# F508del corr: correctors of CFTR F508del function in bronchial epithelial cells; CFBE cells, YFP halide quenching; stimulated with forskolin plus potentiator P3; % fluorescence drop versus neutral controls; activity (quench increase), % at 7.58 µM; actives 0.36% (n = 350,000); AID 720511;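 active means mean added fluorescence quench of at least 8% versus neutral control, with both replicates also reaching 8%; inconclusive means only one of the mean or replicate conditions met; inactive means mean below 8% and not both replicates reaching 8%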;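 further: cells transiently co-express mutant CFTR-F508del with the halide-sensitive YFP; corrector assay measuring rescue of mutant channel to the surface after 24 h compound exposure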
# Xi reactivation: activators of X-chromosome reactivation in mouse fibroblasts. AID 743238. activation, % at 7.58 µM. XiGFP mouse fibroblasts, % GFP-positive cells imaging, 3 d; cells co-treated with 5-aza-dC sensitizer; scaled so ellipticine positive control = 100%. actives 0.055% (n = 360,000);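 active means mean normalized replicate activation at least 10% and every replicate at or above 10%; inconclusive means only one of the two criteria met; inactive means mean below 10% and not all replicates reach 10%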;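 further: 0% = median of on-plate neutral control wells and 100% = ellipticine 6 µM median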
#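 Assay system – SV40-immortalized XiGFP fibroblast cells, line 68-5-11 · Buffer or medium – DMEM supplemented with 5-aza-dC as sensitizing agent · Dosing – one concentration, pinned · Benchmarks – positive control ellipticine, 6 µM final · Times – 3 days compound exposure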
# ERp5 block: ERp5 (human) disulfide isomerase inhibition. ERp5 insulin aggregation, absorbance 650 nm, 90 min. inhibition, % at 9.99 µM. actives 0.05% (n = 350,000);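 active means mean replicate inhibition above about 25%, with every replicate also reaching it, limit read from the data, passing the limit was not always enough; inconclusive means only one of those two criteria met; inactive means neither criterion met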
# Target sequence (Q15084 whole entry, looked up): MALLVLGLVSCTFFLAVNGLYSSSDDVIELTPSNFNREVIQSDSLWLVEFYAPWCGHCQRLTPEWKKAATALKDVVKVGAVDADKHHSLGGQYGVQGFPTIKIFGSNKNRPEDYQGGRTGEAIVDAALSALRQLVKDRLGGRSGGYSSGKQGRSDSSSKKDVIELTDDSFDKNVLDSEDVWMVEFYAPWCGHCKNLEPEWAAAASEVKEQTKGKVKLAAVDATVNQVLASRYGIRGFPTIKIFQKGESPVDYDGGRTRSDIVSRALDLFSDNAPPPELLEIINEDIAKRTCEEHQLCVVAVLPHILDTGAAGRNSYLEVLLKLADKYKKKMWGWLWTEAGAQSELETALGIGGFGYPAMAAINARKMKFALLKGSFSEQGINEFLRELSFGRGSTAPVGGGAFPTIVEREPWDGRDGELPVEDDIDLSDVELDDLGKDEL
# PAX8 reporter: lowers PAX8-driven luciferase in RMG-I cells; RMG-I TPO-luciferase reporter, SteadyGlo, 24 h; inhibition, % at 12.6 µM; actives 1.2% (n = 360,000);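 active means mean replicate inhibition at least 60% with every replicate also reaching 60%; inconclusive means only one of the two criteria is met; inactive means mean below 60% and not all replicates reaching 60%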;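 further: luciferase light reporting Pax8 driven TPO promoter activity; plate controls were median of neutral control wells for no effect and mitoxantrone controls for full effect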
# ARNT TACC3 PPI: disruptors of human ARNT/TACC3 interaction | AlphaScreen His-ARNT PAS-B/GST-TACC3 binding, luminescence; TACC3 fragment carries E629A point mutation | inhibition, % at 9.99 µM | actives 0.66% (n = 390,000) | AID 623870;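 active means mean inhibition of replicates at least 50% and at least half of replicates each reaching 50%; inconclusive means half or more replicates reach 50% but mean below 50%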;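 further: 0% = complete ARNT plus TACC3 wells and 100% = ARNT alone without TACC3; many hits fall short of the cut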
# EWS-Fli block: inhibitors of EWS/Fli oncoprotein transcriptional activity; A673 NR0B1-luciferase reporter, viability-normalised; inhibition, % at 12.6 µM; actives 0.67% (n = 350,000); AID 651661;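 active means mean inhibition of at least 50% after viability correction, with every replicate also passing that limit; inconclusive means mean reaches 50% but only one of two replicates passes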;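 further: firefly luciferase signal divided by Alamar Blue viability fluorescence both relative to DMSO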
# DENV2 CPE: protects cells from dengue virus 2 cytopathic effect; DENV2-infected cells, cytopathic effect rescue, plate reader; CPE inhibition, % at 9.99 µM; actives 1.7% (n = 350,000); AID 651640; in the data active means CPE inhibition above about 20%, passing the limit was not always enough; inconclusive means no clear call, values can overlap the other calls; tested in BHK-21 cells;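 further: 0% = median of neutral control wells and 100% = median of positive control wells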
# INS-1E GSIS act: GLuc luminescence reporter in INS-1E cells, primary screen for activators of glucose-dependent secretion of insulin | INS-1E GLuc reporter insulin secretion, 2-3 h | activation, % at 16.6 µM | actives 0.61% (n = 370,000);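 active means lowest replicate activation of at least 40%, so every replicate reaches that level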;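 further: 0% = median of neutral control wells and 100% = median of IBMX positive control wells; some compounds called inactive have numbers as strong as hits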
# The depositor's hits bear a star; ? = inconclusive; nt = not tested or not shown; & = joins results of further samples. Rows are unselected. Share with any hit: about 4.2%.
SMILES,F508del corr,Xi reactivation,ERp5 block,PAX8 reporter,ARNT TACC3 PPI,EWS-Fli block,DENV2 CPE,INS-1E GSIS act
CCCn1c(=S)[nH]c2cc(C(=O)N3CCN(c4ccc(F)cc4)CC3)ccc2c1=O,-2.4,0.5,-3,12,nt,5,2,-1
CCCCn1c(N)c(N(CCOC)C(=O)COC(=O)COc2cccc(C(C)=O)c2)c(=O)[nH]c1=O,6.1,0.0,8,0,-3,-34,5,23
COc1cc([N+](=O)[O-])cc(/C=N/NC(=O)c2cc(-c3ccccc3)nc3ccccc23)c1O,4.6,-0.1,2,47,29,33,-3,3
COc1ccc(S(=O)(=O)N(C)C[C@@H]2OCCCC[C@H](C)Oc3ccc(NS(=O)(=O)c4ccc(Cl)cc4)cc3C(=O)N([C@@H](C)CO)C[C@H]2C)cc1,-1.8,0.1,1,4,nt,8,-5,-5
C[C@@H]1CN([C@H](C)CO)S(=O)(=O)c2ccc(-c3ccc(C#N)cc3)cc2O[C@@H]1CN(C)Cc1ccccn1,-0.6,-0.7,1,51,2,5,-10,0
CCN(CC1CCCO1)C(=O)c1cc(COc2ccccc2SC)on1 (stereo not drawn),-0.2,0.0,4,-80,-11,nt,-6,5
C[C@H](CO)N1C[C@H](C)[C@@H](CN(C)S(=O)(=O)c2ccc(F)cc2)OCCCC[C@H](C)Oc2ccc(NC(=O)Nc3cccc4ccccc34)cc2C1=O,-2.3,0.1,-5,-6,-6,3,-2,4
S=C1NC2(CCCC2)N=C1c1ccccc1,0.4,0.7,-7,-23,-1,-27,0,-5
Cc1cc(NC(=O)CCC(=O)N(CC(C)C)C(C(=O)NC(C)(C)C)c2ccccc2Cl)no1 (stereo not drawn),-0.7,0.2,5,3,-1,8,-2,-18
CCN(C(=O)CSc1nc(C)c(C)c(C)n1)C1CCS(=O)(=O)C1 (stereo not drawn),2.6,0.0,5,nt,3,2,-4,11
Cc1cccc(CNC(=O)CCc2nnc(C3CCCCC3)o2)c1,0.2,-0.2,-10,11,-4,-3,14,-15
COC(=O)C(Cc1ccccc1)NC(=O)CCC(=O)NC(C)CCc1ccccc1 (stereo not drawn),-1.3,0.1,1,15,-1,4,0,-10
O=C(CN1C(=O)COc2ccc(Cl)cc21)Nc1ccc(N2CCOCC2)cc1,0.8,0.0,6,-11,3,nt,?,-9
C[C@@H]1CN([C@H](C)CO)C(=O)Cc2cc(NS(=O)(=O)c3ccccc3)ccc2O[C@H]1CN(C)S(=O)(=O)c1cn(C)cn1,-1.7,0.3,-3,-19,1,-4,?,38
CC(C)CCN(N=O)[C@@H](Cc1ccccc1)CN(N=O)[C@@H](Cc1ccccc1)CN(C)N=O,-3.1,0.0,3,-17,-13,16,?,-32
O=C(NCc1nc2ccccc2[nH]1)C1=C[C@H](c2ccc3c(c2)OCO3)C[C@H](OCCCCO)O1,1.5&1.3,-0.1,1&-3,0&18,1&-1,-1&5,18&-7,10
Cc1nc2nc(C)c(NS(=O)(=O)c3ccc(C4CCCCC4)cc3)c(=O)n2[nH]1,2.0,0.0,-4,-9,-3,3,1,1
CN1C(=O)c2cc(NC(=O)c3ccc(F)c(F)c3)ccc2OC[C@@H]2O[C@@H](CC(=O)N3CCOCC3)CC[C@@H]21,-3.1,0.3,-1,-15,16,-3,1,2
COc1ccc(-c2ccc3c(c2)S(=O)(=O)c2cccc(C(=O)N4CCN(c5c(Cl)cncc5Cl)CC4)c2C3=O)cc1OC,-2.4,0.0,2,-3,1,16,-7,10
O=C(c1ccc2c(c1)OCO2)N1CCN(S(=O)(=O)c2ccccc2)CC1,-2.3,0.3,2,nt,1,nt,-1,46*
CCc1nc2ccc(C(=O)Nc3ccc(OC)c(OC)c3)cn2c1N(C)Cc1ccc(OC)cc1,-0.1,0.0,6,4,nt,2,-2,7
CC(C)[C@H](NS(=O)(=O)c1ccccc1)C(=O)OCC(=O)Nc1ccccc1Sc1ccccc1,nt,0.0,nt,-5,-2,nt,nt,-22
Fc1cccc(Cl)c1CSc1ccc2nnc(-c3ccccn3)n2n1,1.7,0.0,3,-9,4,10,-3,3
O=C(NCC(c1ccc(F)cc1)N1CCOCC1)c1ccc(-c2ccccc2)cc1 (stereo not drawn),2.9,0.2,1,8,0,0,3,-11
Cc1cc(=O)oc2cc(OCC(=O)OCC(=O)N(CCC#N)c3ccccc3)ccc12,-0.7,0.1,-2,18,-8,0,-1,-7
O=C(CSc1ccc(-c2ccccc2)nn1)N1CCCCC1,1.2,-0.1,0,-20,-1,-32,16,-6
Cc1noc(C)c1S(=O)(=O)Nc1ccc2c(c1)C(=O)N([C@@H](C)CO)C[C@H](C)[C@@H](CN(C)S(=O)(=O)c1cccs1)OCCCC[C@H](C)O2,1.4,-0.1,nt,-7,-4,-8,-6,-23
Cc1ccc(S(=O)(=O)Nc2cccc3c2O[C@@H](CN(C)S(=O)(=O)c2cccs2)[C@H](C)CN([C@H](C)CO)C3=O)cc1,2.3,0.6,-11,-3,3,-14,2,-6
CCCCNC(=O)C1CCN(S(=O)(=O)c2ccc3c(c2)CC(C)N3C(=O)C2CC2)CC1 (stereo not drawn),-0.4,0.0,2,-4,-17,-5,1,8
CCCCCC[n+]1ccccc1/C=C/c1ccc(N(C)C)cc1,1.1,16*,-6,98*,nt,38,-1,-34
CSc1ccccc1C(=O)Nc1ccc2c(c1)OCO2,0.9,0.0,-1,-13,-11,-7,?,-5
COc1ccc(CNC(=O)COc2ccc(F)cc2)cc1,2.0,0.2,-6,7,-2,3,1,-2
CN(C)CC(=O)N[C@@H]1CC[C@@H](CCNC(=O)Nc2ccc(Cl)cc2)O[C@H]1CO,0.3,-0.3,-1,-40,24,-31,-7,1
CCN(CC(=O)NCc1cccs1)C(=O)c1ccc(NS(=O)(=O)c2cccc([N+](=O)[O-])c2)cc1,-2.6,0.5,-2,-4,-2,2,-4,-6
CC(C)C[C@H]1CNC(=S)N1CC1CCN(CC2CCC(C(C)(C)C)CC2)CC1 (stereo partly drawn),5.5,-0.1,-5,-4,4,9,-3,-18
CNC[C@H]1OCCCC[C@@H](C)Oc2ccc(NC(=O)NC(C)C)cc2C(=O)N([C@H](C)CO)C[C@H]1C,0.5,0.2,4,-20,6,nt,1,15
C[C@H]1CN([C@@H](C)CO)C(=O)Cc2cc(NS(=O)(=O)c3ccc(F)cc3)ccc2O[C@@H]1CN(C)C(=O)Nc1cccc2ccccc12,0.0,-1.0,7,16,-6,8,-6,-5
CN(C)c1ccc(/C=N/NC(=O)CCCCCNC(=O)c2ccccc2)cc1,-2.5,0.0,7,-7,4,-45,-9,-14
CC(=O)c1cnc2c(-c3ccccc3)c(C(F)(F)F)nn2c1C,0.3,0.1,6,-7,-2,10,-2,nt
CN(Cc1ccccc1)C(=O)c1cccc(NC(=O)Cc2ccc(NC(=O)C3CCCN(C(=O)CCc4ccccc4)C3)cc2)c1 (stereo not drawn),-0.6,0.3,-1,-13,-5,6,64*,-5
Cc1ccccc1N1CCN(C(=S)c2ccc([N+](=O)[O-])cc2)CC1,nt,0.4,nt,21,4,nt,nt,1
CN(C(=O)c1ccc(NC(=O)Cc2ccc(NC(=O)C3CCCN(C(=O)C4CCC4)C3)cc2)cc1)C1CCCC1 (stereo not drawn),-3.0,0.0,-2,20,-17,6,-8,-5
CCOC(=O)C1CCCN(C(=O)c2cccc(S(=O)(=O)N(C)c3ccc(OC)cc3)c2)C1 (stereo not drawn),-0.2,-0.2,3,1,-6,7,-7,-3
O=C(NCc1cccc(C(F)(F)F)c1)C1CCC(=O)N(C2CCCCCC2)C1 (stereo not drawn),0.5,0.0,-2,-4,-1,nt,3,-29
O=C(CN1CCN(c2ccc(O)cc2)CC1)NCC(=O)Nc1ccc(F)c(F)c1F,5.5,0.0,0,9,nt,-17,-9,-32
CCCNC(=O)C[C@H]1CC[C@H]2[C@@H](COC[C@@H](O)CN2C(=O)Nc2ccc(Cl)c(Cl)c2)O1,0.6,0.2,-2,13,-1,-5,1,-19
C[C@@H]1CN([C@H](C)CO)C(=O)Cc2cc(NC(=O)Nc3ccc(C(F)(F)F)cc3)ccc2O[C@H]1CN(C)Cc1ccccc1,2.2,-0.6,1,50,13,-8,-2,10
O=C(NCCC1=CCCCC1)c1c(O)nc2sccn2c1=O,-0.7,0.1,-4,nt,5,-22,4,-7
COc1ccccc1NC(=O)COC(=O)C1CCCC1,-1.1,0.0,3,4,2,-3,1,-6
Cc1c(N=C/C=C2\N(C)c3ccccc3C2(C)C)c(=O)n(-c2ccccc2)n1C,-0.3,nt,-9,nt,-8,7,-4,4
O=C(COC(=O)COc1ccccc1)Nc1ccc(Br)cc1F,3.4,0.1,0,5,-7,-1,12,6
COc1cccc(-c2ccc3c(c2)[C@H]2[C@H](CCN2S(=O)(=O)c2ccccc2OC)[C@@H](CO)N3C)c1,6.2,0.0,-6,92*,-9,-5,-24,-12
C[C@@H]1CN([C@@H](C)CO)S(=O)(=O)c2ccc(/C=C/c3ccccc3)cc2O[C@H]1CN(C)C(=O)c1ccncc1,-1.5,-0.4,1,nt,0,0,41*,-47
CNC[C@H]1Oc2ccc(NC(=O)Nc3ccccc3)cc2C(=O)N([C@@H](C)CO)C[C@@H]1C,-3.8,-1.1,2,-2,4,nt,3,8
COc1ccc(CN(C)C[C@H]2OCCCC[C@H](C)Oc3ccc(NS(=O)(=O)c4ccccc4)cc3C(=O)N([C@H](C)CO)C[C@@H]2C)cc1,2.8,0.1,-7,3,-19,4,1,-1
CC(C)C(=O)Nc1ccc2c(c1)C(=O)N(C)[C@H]1CC[C@@H](CC(=O)N[C@H](C)c3ccccc3)O[C@@H]1CO2,1.1,0.1,nt,-21,-11,1,-1,3
Cc1ccc(S(=O)(=O)Cc2sc3ccccc3[n+]2C)cc1,-0.9,nt,-14,nt,-4,-8,12,-3
COc1cc(C(=O)NCCOc2ccc(F)cc2)c(Br)c(OC)c1OC,1.2,0.0,-2,3,-18,10,-2,0
CCN(CC)C(=O)c1cn(-c2ccccc2)nc1-c1ccc2c(c1)OCCO2,-0.8,0.0,-6,22,2,3,nt,1
Cc1noc(C)c1NC(=O)N(C)C[C@H]1OCCCC[C@@H](C)Oc2ccc(NC(=O)NC3CCCCC3)cc2C(=O)N([C@H](C)CO)C[C@@H]1C,-0.8,0.0,1,-1,-11,-4,18,-1
C=C(C)[C@@H]1CCC2(C(=O)O)CC[C@]3(C)[C@H](CC[C@@H]4[C@@]5(C)CCC(=O)C(C)(C)[C@@H]5CC[C@]43C)[C@@H]12 (stereo partly drawn),3.3,0.0,4,-5,4,5,6,nt
O=S(=O)(NC1CCCCC1N1CCOCC1)c1ccc(Cl)cc1 (stereo not drawn),3.4,0.0,-5,2,nt,-4,-3,6
COc1ccc(-c2ccc([C@H]3[C@H]4CN(C(=O)NC(C)C)CC(=O)N4[C@H]3CO)cc2)cc1,2.2,0.3,4,nt,nt,nt,-5,-9
